Screening data: PubChem, National Center for Advancing Translational Sciences (NCATS)
ELG1 genotoxic: qHTS screen for small molecules that induce genotoxicity in human embryonic kidney (HEK293T) cells expressing luciferase-tagged ELG1. 330,000 compounds, 1.3% hits. HEK293T ELG1-luciferase reporter, luminescence, 16 h. Potency, µM (series often up to 46 µM), for the others: at the top dose activity change, positive = activation, usual class: activators. AID 504466, 2011; note: potency is the fitted concentration of half-maximal effect; % of control where 0% means no effect; nearly all actives have a fitted effect of over 60% in size
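HEK293T cells expressing luciferase-tagged ELG1 were exposed to compound or DMSO vehicle for 16 hr at 37 °C and 5% CO2. Luciferase activity was then measured with ONE-Glo after 30 min at room temperature.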
TRPV1 agonist: HTS Assay for Compounds that Act as Agonists of the Vanilloid Receptor 1. activation, % at 8.33 µM. Transient receptor potential cation channel subfamily V member 1 (Homo sapiens), Q8NER1. 320,000 compounds, 0.19% hits. AID 540275, 2011. TRPV1-expressing cells, Fluo-8 calcium influx, agonist mode; in the data active = activation above about 80%; inconclusive = between about 30% and that limit; note: 0% is about no effect
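Cells expressing TRPV1 were dye-loaded with Fluo-8 and read kinetically: 10 s baseline, 3 min after compound (agonist portion), then 2 min after EC20 capsaicin (allosteric enhancer portion). Calcium-bound dye fluorescence at 480/520 nm.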
Tb PFK block: qHTS Assay to Find Inhibitors of T. brucei phosphofructokinase; T. brucei PFK, ADP-Glo luminescence; Potency, µM (doses to about 57.5 µM), for inactives: at the top dose activity, negative = inhibition, actives largely listed as inhibitors; 330,000 compounds, 0.17% hits; AID 485367, 2010;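 note: potency is the fitted concentration of half-maximal effect; 0% = uninhibited 1x PFK enzyme wells and -100% = no-enzyme wells; nearly all actives have a fitted effect of over 60% in size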
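In TEA buffer at pH 8.0 with 5 mM MgCl2, enzyme (1.25 nM) converted F6P (0.5 mM) and ATP (0.1 mM) for 45 min at room temperature. ADP product was read by luciferase luminescence.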
Rab9 promoter act: qHTS Assay for Rab9 Promoter Activators. Huh7 Rab9 promoter-luciferase reporter, luminescence, 24 h. Potency, µM (highest dose often 9.22 µM), for inactives: at the highest dose activation, negative = inhibition, actives largely listed as activators. AID 485297, 2010. 320,000 compounds, 2.8% hits; note: potency is the fitted concentration of half-maximal effect; % of control where 0% means no effect; nearly all actives have a fitted effect of over 60% in size
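Rab9 promoter-driven luciferase in stably transfected Huh7 cells; 1500 cells/well rested 2 h, exposed to compound in DMSO for 24 h at 37 °C, 5% CO2. Luminescence read 10 min after adding luciferase reagent at ambient temperature.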
RORg inh: qHTS for inhibitors of ROR gamma transcriptional activity | Drosophila S2 Gal4-RORgamma UAS-luciferase reporter, 20 h | Potency, µM (titrated, usually from 53.6 µM), for inactives: at the highest dose activity change, negative = inhibition, actives largely listed as inhibitors | 310,000 compounds, 5.4% hits; note: potency is the fitted concentration of half-maximal effect; % is set by controls: 0 for no effect and ±100 for the full control effect; nearly all actives have a fitted effect of over 60% in size
Target sequence (P51450 whole entry, looked up, the tested form may be a part): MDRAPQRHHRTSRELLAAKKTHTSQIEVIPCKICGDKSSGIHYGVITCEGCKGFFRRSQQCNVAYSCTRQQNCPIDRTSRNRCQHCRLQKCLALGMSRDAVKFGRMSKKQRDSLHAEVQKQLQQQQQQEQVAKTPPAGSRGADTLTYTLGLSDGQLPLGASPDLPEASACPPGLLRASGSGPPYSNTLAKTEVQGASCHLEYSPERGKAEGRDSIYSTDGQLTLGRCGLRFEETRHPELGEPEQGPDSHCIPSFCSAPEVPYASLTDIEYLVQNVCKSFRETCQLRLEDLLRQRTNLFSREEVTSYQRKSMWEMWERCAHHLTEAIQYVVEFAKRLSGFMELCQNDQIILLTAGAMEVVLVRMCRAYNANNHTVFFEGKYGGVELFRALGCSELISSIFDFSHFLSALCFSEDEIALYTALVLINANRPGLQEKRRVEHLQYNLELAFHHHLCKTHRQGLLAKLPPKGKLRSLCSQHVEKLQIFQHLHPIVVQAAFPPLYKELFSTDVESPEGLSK
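Compounds are pin-transferred onto Drosophila Schneider cells expressing a copper-inducible Gal4–ROR gamma transactivation domain fusion. After 1 hr, copper sulfate is added to 700 uM final; luciferase is read 20 hr later.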
NPC1 prom act: qHTS Assay for NPC1 Promoter Activators; AID 485313, 2010; Potency, µM (series often up to 9.22 µM), inactives show at the top dose activation, actives largely listed as activators; 320,000 compounds, 2.4% hits; Huh7 NPC1 promoter luciferase reporter, 24 h;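 note: potency is the fitted concentration of half-maximal effect; % of control where 0% means no effect; nearly all actives have a fitted effect of over 60% in size; reporter is driven by a mutant NPC1 promoter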
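Compounds in DMSO were transferred onto Huh7 NPC1-luciferase reporter cells pre-incubated 2 h; after 24 h at 37 °C, Amplite reagent was dispensed and luminescence recorded 10 min later.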
FLuc counter: qHTS profiling assay for firefly luciferase inhibitor/activator using purifed enzyme and Km concentrations of substrates (counterscreen for miR-21 project) | Luciferin 4-monooxygenase (Photinus pyralis), P08659 | purified FLuc, Km substrates, luminescence inhibition | Potency, µM (highest dose often 57.5 µM), for the others: top-dose activity change, negative = inhibition, usual class: inhibitors | 360,000 compounds, 6.9% hits;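 note: potency is the fitted concentration of half-maximal effect; plate controls were vehicle for no effect and reference inhibitor for full effect; nearly all actives have a fitted effect of over 55% in size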
Target sequence (P08659 whole entry, looked up): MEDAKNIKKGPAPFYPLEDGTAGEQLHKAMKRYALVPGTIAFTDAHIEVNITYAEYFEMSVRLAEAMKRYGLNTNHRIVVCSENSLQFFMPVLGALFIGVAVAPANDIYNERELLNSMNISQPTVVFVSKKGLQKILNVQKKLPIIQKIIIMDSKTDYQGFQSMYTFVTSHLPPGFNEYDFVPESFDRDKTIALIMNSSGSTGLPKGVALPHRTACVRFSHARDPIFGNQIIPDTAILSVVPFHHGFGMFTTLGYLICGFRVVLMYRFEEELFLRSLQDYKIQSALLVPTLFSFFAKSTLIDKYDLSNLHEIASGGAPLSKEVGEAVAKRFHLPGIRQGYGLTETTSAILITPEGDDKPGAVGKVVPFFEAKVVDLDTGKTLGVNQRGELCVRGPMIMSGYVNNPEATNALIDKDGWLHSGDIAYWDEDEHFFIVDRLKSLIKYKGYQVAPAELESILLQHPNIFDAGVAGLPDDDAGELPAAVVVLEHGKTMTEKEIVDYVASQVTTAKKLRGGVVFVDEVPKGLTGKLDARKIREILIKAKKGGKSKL
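Purified P. pyralis luciferase (10nM final) with 10uM D-luciferin and 10uM ATP (Km levels) in 50mM Tris acetate pH 7.5, 10mM Mg acetate, 0.01% Tween-20, 0.05% BSA; qHTS 6-point titration, ~60 µM downward; luminescence read.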
VP16 counter: VP16 counterscreen qHTS for inhibitors of ROR gamma transcriptional activity. Drosophila S2 Gal4-VP16 UAS-luciferase, luminescence, 20 h. 310,000 compounds, 3.5% hits. Potency, µM (doses to about 53.6 µM), without a hit: at the highest dose activity, negative = inhibition, hits mostly inhibitors;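 note: Gal4-VP16 expression switched on by copper sulfate through the metallothionein promoter; potency is the fitted concentration of half-maximal effect; % is set by controls: 0 for no effect and ±100 for the full control effect; nearly all actives have a fitted effect of over 50% in size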
p53 reactivator: qHTS assay for re-activators of p53 using a Luc reporter; H1299 p53-A138V BP100-luciferase reporter, luminescence, 24 h; Potency, µM (doses to about 92.2 µM), without a hit: at the top dose activity change, positive = activation, actives largely listed as activators; 320,000 compounds, 0.063% hits; AID 504706, 2011; note: potency is the fitted concentration of half-maximal effect; % of control where 0% means no effect; nearly all actives have a fitted effect of over 45% in size
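H1299 (p53-null), stable ts p53-A138V + BP100-Luc; 1000 cells/well, Opti-MEM/10% FBS; cpd 4 pt, 1:5; 24 h, 37 deg C, 5% CO2; detection reagent 10 min RT; luminescence.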
ELG1 DNA repair: qHTS screen for small molecules that inhibit ELG1-dependent DNA repair in human embryonic kidney (HEK293T) cells expressing luciferase-tagged ELG1 | HEK293T ELG1-luciferase reporter, luminescence, 16 h; DNA damage induced by 5-fluorouridine | Potency, µM (series often up to 46.1 µM), inactives show at the highest dose activity change, negative = inhibition, hits mostly inhibitors | 330,000 compounds, 2.3% hits; note: potency is the fitted concentration of half-maximal effect; % is set by controls: 0 for no effect and ±100 for the full control effect; nearly all actives have a fitted effect of over 55% in size
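DMSO vehicle served as the neutral condition. Each well held 2,000 cells given 5-fluorouridine plus compound; after 16 hr at 37 °C/5% CO2, ONE-Glo was added and luciferase measured 30 min later.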
BRCA1 expr up: qHTS Assay to Identify Small Molecule Activators of BRCA1 Expression | Potency, µM (series often up to 46.1 µM), for the others: at the highest dose activation, hits mostly activators | AID 624202, 2012 | 380,000 compounds, 1.1% hits | MCF7-BRCA1-FFLuc reporter, luminescence, 48 h; response scale: scaled: vehicle 0%, 10 µM genistein 100%; note: potency is the fitted concentration of half-maximal effect; nearly all actives have a fitted effect of over 80% in size; some results filed as inactive show a strong effect at the top dose
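Luminescence from a BRCA1-driven firefly luciferase in MCF7 cells was read after 48 h compound exposure at 37 C. Data normalized against DMSO and a 10microM genistein activation control, then curve-fitted across the titration.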
An asterisk follows results filed as active; ? = inconclusive; / = not tested or not shown; [ ] = another dose, or the depositor's remark. Unless noted, calls come from the whole dose curve; as a rule, active = well fitted curve in the direction sought with a large enough effect; inconclusive = small, poorly fitted or top-dose-only effect, or another doubt; inactive = no such curve, though single readings can be large; an effect the other way counts as inactive or inconclusive.

no. | smiles | ELG1 DNA repair | p53 reactivator | Rab9 promoter act | TRPV1 agonist | ELG1 genotoxic | Tb PFK block | FLuc counter | BRCA1 expr up | VP16 counter | RORg inh | NPC1 prom act
1 | COc1ccc(OC)c(S(=O)(=O)Nc2cc3c(cc2N2CCCC2)n(C)c(=O)c(=O)n3C)c1 | 13% | 3% | 13% | 0 | 2% | 0% | 5% | 0% | 1% | -15% | -1%
2 | CC(C)c1ccc(NC(=S)N2CCN(S(=O)(=O)c3ccccc3)CC2)cc1 | 0% | -11% | -8% | ? | -20% | 2% | 3% | -3% | ? | 11µM* | 2%
3 | O=C(NCCC1=CCCCC1)c1cc(-c2ccncc2)nc2ccccc12 | ? | -6% | 1% | 20 | -11% | -3% | 3% | 6% | -12% | 14% | -4%
4 | Cn1c(SCC(=O)Nc2ccccc2[N+](=O)[O-])nnc1C(F)(F)F | -8% | -2% | 0% | 1 | 6% | -1% | 1% | -9% | 3% | 3% | 0%
5 | Cc1cccc(-n2c(C)cc(/C=N/NC(N)=S)c2C)c1 | -18% | 15% | -1% | -2 | 0% | ? | -20% | -30% | 2.8µM* | 3.5µM* | -5%
6 | Cc1cc(C)n2c(SCC(=O)NC3CCCCC3)nnc2n1 | 10% | -1% | -12% | -1 | 2% | -6% | -1% | 2% | -9% | 4% | -7%
7 | CCN(C(=O)CN1C(=S)NC(C)(C)CC1C)c1ccc(C)c(C)c1 (configuration not stated) | 3% | -5% | -2% | 3 | -1% | -4% | -1% | -15% | ? | 7.1µM* | -7%
8 | COc1ccc(-c2noc(-c3cccs3)n2)cc1OC | ? | ? | 1.6µM* | 2 | ? | -3% | 2.4µM* | ? | 2% | -11% | 1.3µM*
9 | Cc1cc(C)c(NC(=O)Nc2ccccc2C)c(Cl)c1 | -9% | 9% | -6% | 0 | 2% | 0% | -12% | 15% | -5% | 5% | -1%
10 | CN(C(=O)COC(=O)c1cc([N+](=O)[O-])ccc1Sc1ccccc1)C1CCS(=O)(=O)C1 (configuration not stated) | -4% | 5% | 2% | 4 | -2% | -2% | 0% | -30% | 5% | 8% | -6%
11 | CCCNS(=O)(=O)c1ccc(OCC(=O)N2CCCC2)cc1 | -17% | 1% | -4% | -1 | 0% | 10% | -2% | -7% | 6% | 4% | 0%
12 | CC(C)C(NC(=O)CN1C(=O)c2cccc3cccc1c23)C(C)C | -8% | 6% | -2% | 6 | -1% | 0% | 0% | -7% | -14% | ? | 2%
13 | COc1cccc(C(=O)NCC2CCCN(C3CCCCC3)C2)c1OC (configuration not stated) | 7% | 24% | 0% | 1 | -2% | -9% | -6% | -15% | 3% | 1% | -1%
14 | CC(C)OP(=O)(OC(C)C)C1(O)C(=O)Nc2ccccc21 (configuration not stated) | -4% | 0% | -2% | 5 | -1% | 1% | 2% | -22% | -9% | -1% | -6%
15 | O=C(COc1cccc(-n2cnnn2)c1)NC1CCCCC1 | -2% | 12% | -5% | 1 | 0% | 1% | -9% | -14% | -15% | -6% | -4%
16 | COc1ccc(-c2[nH]ncc2-c2cnc(C)s2)c(O)c1 | -5% | -5% | -2% | 2 | 0% | -2% | -2% | -20% | ? | -83% | -3%
17 | CC(C)(C)c1ccc(OCC(=O)N2CCN(C=O)CC2)cc1 | 18% | -1% | 0% | ? | 6% | -5% | ? | 12% | 2% | 15% | -5%
18 | CC(C)C(=O)NC(=S)N(Cc1ccccc1)Cc1ccccc1 | -1% | -4% | -5% | 21 | -1% | -4% | -1% | -9% | 5µM* | 2.8µM* | -2%
19 | COC(=O)[C@@H](NC(=O)NCc1ccccc1Cl)C(C)C | 24% | -2% | -7% | 0 | 1% | 0% | 4% | 3% | 3% | 16% | 1%
20 | Cc1cc(C2(c3ccc(O)c(C)c3)C(=O)Nc3ccccc32)ccc1O | 0% | -5% | 6% | ? | -10% | 0% | 2% | -93%[inhibitor] | 16µM* | -21% | -2%
21 | CCNc1nc(NCc2ccccc2)nc(SCC(N)=O)n1 | -1% | 5% | -9% | 2 | 21% | -3% | 3% | 3% | 21%[10 µM] | -4% | 0%
22 | CCC(Sc1nc(C)cc(=O)[nH]1)C(=O)Nc1sc2c(c1C#N)CCCC2 (configuration not stated) | -18% | 8% | 0% | -2 | -16% | -8% | -2% | -7% | -6% | 13% | 1%
23 | O=C(Nc1ccc(N2CCCCC2)cc1)c1ccccn1 | ? | -10% | ? | ? | ? | -16% | 0.067µM* | -87%[inhibitor] | 2µM* | 1.3µM* | ?
24 | CC(C)[C@H](NC(=O)[C@@H]1Cc2ccccc2CN1C(=O)OC(C)(C)C)C(=O)NCC1CCC(C(=O)O)CC1 (some centres not stated) | 9% | 0% | 0% | 1 | 1% | 1% | 3% | 17% | 7% | 19% | -2%
25 | C=CCOc1ccc(CNc2ccc3[nH]c(=O)[nH]c3c2)cc1OCC | -25% | -3% | -1% | 8 | -3% | -1% | -3% | 6% | 3% | 37% | -4%
26 | O=[N+]([O-])c1cccc(-c2noc(COc3ccccc3)n2)c1 | ? | 20% | -8% | 8 | 11% | -5% | ? | 32% | -8% | 8% | -1%
27 | O=C(COC(=O)/C=C/c1ccc(Cl)cc1)NC1CCCCCC1 | 10% | 5% | 11% | 2 | 0% | 9% | 0% | -1% | / | / | -3%
28 | COc1cccc(/C=N/Nc2ncnc3scc(-c4ccccc4)c23)c1OC | 15µM* | -5% | -7% | 10 | -17% | 4% | 12µM* | -51% | 3.2µM* | 4µM* | 2%
29 | C(=C\c1ccccc1)/CSc1nnc(-c2ccccn2)n1Cc1ccco1 | -2% | -9% | -24% | 0 | 12% | 7% | -2% | -68% | / | 3%[0.365 µM] | -28%
30 | CCN(CC(=O)Nc1ccc(OC)cc1)C(=O)c1ccc(NS(=O)(=O)c2ccc(C(C)=O)cc2)cc1 | 27% | 12% | 0% | -2 | 1% | -1% | -15% | 5% | / | / | 0%
31 | COc1ccc(C)cc1Nc1n[n+](-c2ccccc2)c(-c2c(Cl)cccc2Cl)s1 | -15% | 4% | 1% | 19 | -3% | -1% | 1% | -14% | 16µM* | 7.1µM* | 2%
32 | COc1ccc2c(c1)N(S(=O)(=O)c1ccccc1)CCC2=O | -19% | 2% | -2% | -1 | -3% | 6% | 8% | 7% | 5% | -14% | -1%
33 | CCc1cccc(CC)c1NC(=O)COC(=O)CC1c2ccccc2CCN1S(=O)(=O)c1ccccc1 (configuration not stated) | -19% | -3% | -1% | -2 | -4% | 0% | 7% | -35% | 5% | -17% | -4%
34 | CC(C)CNC(=O)c1nn(Cc2ccccc2)c(=O)c2ccccc12 | -20% | 1% | 3% | 24 | 4% | -2% | 4% | -27% | -4% | 7% | -3%
35 | Cc1cc(C)nc(SCc2cc(=O)c(OC(=O)c3ccc(S(=O)(=O)N(C)C)cc3)co2)n1 | 2% | -7% | 1% | -5 | 0% | 0% | 3% | -23% | ? | -14% | 7%
36 | CCOC(=O)c1ccc(S(=O)(=O)Nc2cc(S(=O)(=O)Nc3ccc(OC)cc3)ccc2O)cc1 | 3% | 1% | / | / | 2% | 1% | / | 7% | / | / | /
37 | Cc1nn(C)c(Cl)c1CN1CCCC(CCC(=O)NCc2ccccc2F)C1 (configuration not stated) | -4% | 2% | -8% | -1 | -7% | -1% | -1% | -23% | 2% | -1% | -2%
38 | CCOc1ccccc1N(CC(=O)NC1CCCCC1)S(=O)(=O)c1ccc(C)cc1 | ? | 0% | 1% | 3 | -13% | 0% | 0% | -28% | ? | -31% | -3%
39 | Cc1cccnc1NC(=O)CNC(=O)c1cccs1 | 1% | -2% | -5% | -2 | 0% | 1% | 1% | -4% | / | / | -3%
40 | CCC(COC)Oc1cc(NCc2ccccc2)c2ncn(C(C)C)c2c1 (configuration not stated) | 18µM* | -27% | 1% | 20 | -14% | -2% | 1% | -22% | / | / | 11%
41 | O=C(C1=C[C@@H](c2coc3ccccc3c2=O)C[C@@H](OCCCCO)O1)N1CCN(Cc2ccc3c(c2)OCO3)CC1 | ? | -5% | -6% | 7 | -9% | -3% | 0% | -3% | ? | -10% | -12%
